Screening data: PubChem BioAssay, Sanford-Burnham Center for Chemical Genomics
SENP1 FRET inh: SENP1 (human) catalytic domain inhibition; Q9P0U3; recombinant SENP1 catalytic domain, CyPet-SUMO1-YPet FRET cleavage; inhibition, % at 10 µM; 360,000 compounds, 0.21% hits;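 active = inhibition at least 30% at 10 µM, raw YFP signal under a set limit, fluorescence ratio 0.5 to 1.5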;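 note: 0% = enzyme with DMSO and 100% = no enzyme wells; some results filed as inactive read as strong as hits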
Target sequence (Q9P0U3 419-644 limits assumed): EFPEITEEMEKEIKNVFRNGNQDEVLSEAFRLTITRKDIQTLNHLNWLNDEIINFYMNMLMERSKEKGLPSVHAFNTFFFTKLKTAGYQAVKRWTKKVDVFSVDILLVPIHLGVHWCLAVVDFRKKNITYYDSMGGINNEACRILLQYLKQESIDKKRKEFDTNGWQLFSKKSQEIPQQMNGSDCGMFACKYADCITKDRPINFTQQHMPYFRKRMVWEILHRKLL
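Test system: hSENP1 catalytic domain, recombinant; Amount: 20 pM final SENP1 enzyme; Medium: Tris pH 8 buffer plus EDTA, NaCl, BME, BSA, NP40, catalase; Schedule: 50 min enzyme reaction, room temperature, light-protected; Technique: FRET fluorescence in CFP and YFP emission channels; Controls: no-enzyme wells low, DMSO-plus-enzyme wells high control.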
HKDC1 inh: HKDC1 (human) hexokinase inhibition; recombinant HKDC1, G6PDH/diaphorase resazurin coupled fluorescence; inhibition, % at 20 µM; 340,000 compounds, 0.16% hits;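 active = inhibition above about 35% when tested at 20 µM, limit read from the data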;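 note: plate controls were DMSO wells with enzyme for no effect and DMSO wells lacking enzyme for full effect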
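System: Recombinant HKDC1 hexokinase | Amount: HKDC1 at 5 µg/mL | Reagent: Glucose with 1 mM ATP | Doses: Single 20 µM dose | Incubation: Reaction time 90 min, room temperature, protected from light | Signal: Coupled resazurin fluorescence, excitation 525 nm, emission 613 nm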
UBC13 polyUb: inhibitors of human UBC13 polyubiquitin chain formation. P61088. 330,000 compounds, 0.47% hits. AID 485273. inhibition, % at 20 µM. TR-FRET; in the data active = inhibition above about 45%, passing the limit was not always enough
Target sequence (P61088 whole entry, looked up): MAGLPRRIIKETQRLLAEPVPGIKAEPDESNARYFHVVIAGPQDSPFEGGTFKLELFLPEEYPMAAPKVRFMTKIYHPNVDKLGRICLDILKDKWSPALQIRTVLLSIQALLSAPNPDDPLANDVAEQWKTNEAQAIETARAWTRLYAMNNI
beta cell repl: inducers of beta-cell replication in MIN6 cells | MIN6 cells proliferation, ATPlite luminescence, 48 h; cells starved in 0.2% serum; 100% = growth in 10% serum | proliferation, % at 10 µM | 330,000 compounds, 0.29% hits;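 active = compounds whose signal lies at least 3.5 SD above the mean of all wells on their plate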;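 note: 0% = DMSO-treated cells in low-serum medium and 100% = 10% serum control; some compounds called inactive have numbers as strong as hits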
SENP7 inh: blocks the human protease SENP7 | Q9BQF6 | recombinant SENP7, Z-RLRGG-aminoluciferin luminescence, 40 min | inhibition, % at 5 µM | 330,000 compounds, 1.5% hits;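 active = inhibition above about 50% at the single test dose, limit read from the data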;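 note: plate controls were DMSO with enzyme for no effect and no enzyme buffer wells for full effect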
SENP8 block-1: inhibitors of human SENP8 protease; recombinant SENP8, Nedd8 substrate fluorescence; inhibition, % at 20 µM; Q96LD8; 360,000 compounds, 0.64% hits; AID 602440; in the data active = inhibition mostly above about 40%, no sharp cut-off; inactive = mostly below about 27%
PfG6PD inh: PfG6PD (Plasmodium falciparum) enzyme inhibition; PfGluPho enzyme, NADPH resazurin-diaphorase fluorescence; 350,000 compounds, 0.78% hits; inhibition, % at 20 µM; AID 504690;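 active = inhibition reaching at least a set limit at 20 µM in the primary screen, cut at about 59% in these data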;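 note: 0% = DMSO wells with substrate and 100% = DMSO wells lacking glucose-6-phosphate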
SENP6 block: blocks the human protease SENP6. Recombinant SENP6 catalytic domain, aminoluciferin luminescence. inhibition, % at 10 µM. 330,000 compounds, 1.8% hits. AID 2599;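 active = inhibition above about 50% at the single tested dose, limit read from the data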;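 note: plate controls were DMSO wells with enzyme for no effect and DMSO wells lacking enzyme for full effect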
Target sequence (Q9GZR1 628-1112 limits assumed): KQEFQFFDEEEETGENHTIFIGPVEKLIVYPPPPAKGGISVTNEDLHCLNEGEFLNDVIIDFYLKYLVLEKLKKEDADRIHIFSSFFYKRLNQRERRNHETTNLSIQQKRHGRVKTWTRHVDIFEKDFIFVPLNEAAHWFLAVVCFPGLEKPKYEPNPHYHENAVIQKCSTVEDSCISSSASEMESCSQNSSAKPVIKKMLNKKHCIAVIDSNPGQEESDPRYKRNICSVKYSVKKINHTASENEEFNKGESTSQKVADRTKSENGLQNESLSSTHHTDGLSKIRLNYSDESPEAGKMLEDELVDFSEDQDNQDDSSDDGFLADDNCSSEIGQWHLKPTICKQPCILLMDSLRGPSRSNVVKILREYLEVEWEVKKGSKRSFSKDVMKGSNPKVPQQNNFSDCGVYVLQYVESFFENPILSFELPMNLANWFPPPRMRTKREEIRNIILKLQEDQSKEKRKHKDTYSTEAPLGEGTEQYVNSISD
SENP8 block-2: blocks the human protease SENP8. Q96LD8. purified SENP8, Z-RLRGG-aminoluciferin cleavage, luminescence. inhibition, % at 10 µM. 330,000 compounds, 1.2% hits. AID 2540; in the data active = inhibition above about 50%
Starred values were filed as active, the others as inactive.

What do the screens show for `CCOC(=O)N(NC(=O)C(O)(c1ccccc1)c1ccccc1)c1ccccc1`?
SENP1 FRET inh: 3; HKDC1 inh: -10; UBC13 polyUb: 2; beta cell repl: 0; SENP7 inh: 9; SENP8 block-1: -7; PfG6PD inh: -4; SENP6 block: 5; SENP8 block-2: 5

Results for Cc1ccc(S(=O)(=O)CCSc2cccc(C(=O)O)c2)cc1 ?
SENP1 FRET inh: 0; HKDC1 inh: 7; UBC13 polyUb: -8; beta cell repl: 1; SENP7 inh: -12; SENP8 block-1: 4; PfG6PD inh: 11; SENP6 block: -20; SENP8 block-2: -11

Results for COc1ccccc1N1CCN(C(=O)NCc2cccc(C(F)(F)F)c2)CC1 ?
SENP1 FRET inh: 0; HKDC1 inh: -1; UBC13 polyUb: 6; beta cell repl: -2; SENP7 inh: -11; SENP8 block-1: 2; PfG6PD inh: 12; SENP6 block: -9; SENP8 block-2: -5

Results for CCOc1cccc2sc(NC(=O)CC)nc12 ?
SENP1 FRET inh: 2; HKDC1 inh: 9; UBC13 polyUb: 10; beta cell repl: 0; SENP7 inh: -4; SENP8 block-1: 8; PfG6PD inh: -13; SENP6 block: 1; SENP8 block-2: -7

How did CC(C)(C)c1nc(CN2CCOCC2)ccc1O do in these assays?
SENP1 FRET inh: -1; HKDC1 inh: 1; UBC13 polyUb: -6; beta cell repl: -1; SENP7 inh: -1; SENP8 block-1: 22; PfG6PD inh: 23; SENP6 block: -18; SENP8 block-2: -4

Results for CC(C)C[C@H](NC(=O)N1CC(=O)Nc2ccccc21)C(=O)N[C@@H](C(=O)O)c1ccccc1 ?
SENP1 FRET inh: -2; HKDC1 inh: -1; UBC13 polyUb: 2; beta cell repl: 2; SENP7 inh: -2; SENP8 block-1: 3; PfG6PD inh: 4; SENP6 block: -17; SENP8 block-2: -6

What do the screens show for `Cc1ccc(CN(CC(=O)NC2CCCC2)C(=O)c2csnn2)cc1`?
SENP1 FRET inh: 1; HKDC1 inh: -7; UBC13 polyUb: -3; beta cell repl: 1; SENP7 inh: -11; SENP8 block-1: 21; PfG6PD inh: -14; SENP6 block: 0; SENP8 block-2: -9

What do the screens show for `CC(=O)c1ccc(N2CCN(C(=O)c3ccco3)C(C)C2)c(F)c1` (stereo not given)?
SENP1 FRET inh: 0; HKDC1 inh: 2; UBC13 polyUb: -2; beta cell repl: -2; SENP7 inh: -6; SENP8 block-1: -21; PfG6PD inh: -4; SENP6 block: -3; SENP8 block-2: 4

What do the screens show for `COc1ccc(CC(=O)N2CCC(c3ccccc3)C2)cc1` (stereo not given)?
SENP1 FRET inh: 0; HKDC1 inh: -1; UBC13 polyUb: 2; beta cell repl: -3; SENP7 inh: 2; SENP8 block-1: -1; PfG6PD inh: 14; SENP6 block: -4; SENP8 block-2: 2

How did O=C(c1ccc(CSc2nc3ccncc3[nH]2)cc1)N1CCN(c2cccc(Cl)c2)CC1 do in these assays?
SENP1 FRET inh: -1; HKDC1 inh: 6; UBC13 polyUb: 6; beta cell repl: -7; SENP7 inh: -4; SENP8 block-1: 15; PfG6PD inh: -19; SENP6 block: 5; SENP8 block-2: -1

How did CCOCC(=O)NC1CCc2cc(OC)c(OC)c(OC)c2-c2ccc(SC)c(=O)cc21 (stereo not given) do in these assays?
SENP1 FRET inh: -1; HKDC1 inh: -3; SENP8 block-1: 18; PfG6PD inh: -2

How did C=CCOc1ccc(CNCCc2ccc(S(N)(=O)=O)cc2)cc1 do in these assays?
SENP1 FRET inh: 1; HKDC1 inh: -10; UBC13 polyUb: 9; beta cell repl: -2; SENP7 inh: -1; SENP8 block-1: 7; PfG6PD inh: 6; SENP6 block: -22; SENP8 block-2: -3

What do the screens show for `COC(=O)Cc1nnc(NC(=O)c2ccccc2)s1`?
SENP1 FRET inh: 1; HKDC1 inh: -5; UBC13 polyUb: 1; beta cell repl: -1; SENP7 inh: -6; SENP8 block-1: 14; PfG6PD inh: -3; SENP6 block: -19; SENP8 block-2: -1

Results for CCOCCOc1nc(C)cc(C)c1S(=O)(=O)c1ccccc1C ?
SENP1 FRET inh: 3; HKDC1 inh: -5; UBC13 polyUb: -26; beta cell repl: -2; SENP7 inh: -6; SENP8 block-1: 16; PfG6PD inh: 7; SENP6 block: -6; SENP8 block-2: -5

Results for Cc1ccccc1-c1nnc(NC(=O)CSc2nc3ccccc3s2)s1 ?
SENP1 FRET inh: -9; HKDC1 inh: -5; UBC13 polyUb: -8; beta cell repl: -2; SENP7 inh: 3; SENP8 block-1: -18; PfG6PD inh: -17; SENP6 block: -17; SENP8 block-2: 1

Results for Cc1ccccc1N(CC(=O)N/N=C/c1ccc(N(C)C)cc1)C(=O)c1ccccc1 ?
SENP1 FRET inh: -3; HKDC1 inh: 0; UBC13 polyUb: -6; beta cell repl: -3; SENP7 inh: 2; SENP8 block-1: -286; PfG6PD inh: 5; SENP6 block: -19; SENP8 block-2: -2

How did N#CCCn1cc(C(=O)Nc2ccc([N+](=O)[O-])cc2)c(-c2cc3ccccc3o2)n1 do in these assays?
SENP1 FRET inh: 3; HKDC1 inh: -8; UBC13 polyUb: 12; beta cell repl: -3; SENP7 inh: 7; SENP8 block-1: 25; PfG6PD inh: -5; SENP6 block: -1; SENP8 block-2: 4

Results for CN(C)/C=N/c1nc2nccc(-c3ccccc3)n2n1 ?
SENP1 FRET inh: -3; HKDC1 inh: 5; UBC13 polyUb: 17; beta cell repl: 1; SENP7 inh: 3; SENP8 block-1: -401; PfG6PD inh: 1; SENP6 block: 0; SENP8 block-2: 9

How did CCOC(=O)c1ccc(N=Cc2nc(-c3ccccc3)oc2OC(C)=O)cc1 do in these assays?
SENP1 FRET inh: -14; HKDC1 inh: 7; UBC13 polyUb: -8; beta cell repl: -5; SENP7 inh: -8; SENP8 block-1: -6; PfG6PD inh: 2; SENP6 block: -35; SENP8 block-2: -13

How did COC(=O)Cn1c(=NC(=O)C(C)(C)C)sc2c(C)cc(C)cc21 do in these assays?
SENP1 FRET inh: -1; HKDC1 inh: 2; UBC13 polyUb: 6; beta cell repl: 0; SENP7 inh: 1; SENP8 block-1: 10; PfG6PD inh: -10; SENP6 block: -22; SENP8 block-2: 3

What do the screens show for `CCc1ccc2oc(=O)cc(CN3CCC(C)CC3)c2c1`?
SENP1 FRET inh: -9; HKDC1 inh: 7; UBC13 polyUb: 2; beta cell repl: -4; SENP7 inh: 9; SENP8 block-1: 7; PfG6PD inh: -13; SENP6 block: 4; SENP8 block-2: 3

How did C[C@H](NC(=O)Cc1cccc2ccccc12)C(=O)NCc1ccccc1 do in these assays?
SENP1 FRET inh: -1; HKDC1 inh: 8; UBC13 polyUb: -13; beta cell repl: -1; SENP7 inh: -7; SENP8 block-1: 26; PfG6PD inh: -9; SENP6 block: -7; SENP8 block-2: -4

How did CCN(CC)CCn1c(=S)[nH]c2cc(C(=O)NCc3ccccc3Cl)ccc2c1=O do in these assays?
SENP1 FRET inh: 1; HKDC1 inh: -6; UBC13 polyUb: 14; beta cell repl: -3; SENP7 inh: 17; SENP8 block-1: -9; PfG6PD inh: -12; SENP6 block: 7; SENP8 block-2: -2

What do the screens show for `O=C(Nc1ccc(F)cc1)/C(Cl)=C/c1ccccc1`?
SENP1 FRET inh: 1; HKDC1 inh: -6; UBC13 polyUb: 6; beta cell repl: -3; SENP7 inh: 88*; SENP8 block-1: 11; PfG6PD inh: 22; SENP6 block: 3; SENP8 block-2: 79*

How did CCOC(=O)N1CCN(C(=O)c2cnn3ccccc23)CC1 do in these assays?
SENP1 FRET inh: -2; HKDC1 inh: -2; UBC13 polyUb: -1; beta cell repl: 1; SENP7 inh: -6; SENP8 block-1: 3; PfG6PD inh: 4; SENP6 block: 4; SENP8 block-2: 7

Results for C[C@H](CO)N1C[C@H](C)[C@@H](CN(C)S(=O)(=O)c2ccc(F)cc2)Oc2c(NC(=O)Cc3ccccc3)cccc2C1=O ?
SENP1 FRET inh: 1; HKDC1 inh: -7; UBC13 polyUb: 6; beta cell repl: -3; SENP7 inh: -4; SENP8 block-1: 4; PfG6PD inh: 13; SENP6 block: 8; SENP8 block-2: 2

How did Cc1cccc(C)c1NC(=O)c1cc(S(=O)(=O)N2CCOCC2)cn1C do in these assays?
SENP1 FRET inh: 0; HKDC1 inh: 0; UBC13 polyUb: 1; beta cell repl: 0; SENP7 inh: 0; SENP8 block-1: 22; PfG6PD inh: -2; SENP6 block: 4; SENP8 block-2: 7

How did Cc1ccc(NC(=O)C(=O)NCc2ccncc2)cc1 do in these assays?
SENP1 FRET inh: 2; HKDC1 inh: 5; UBC13 polyUb: 9; beta cell repl: -3; SENP7 inh: 0; SENP8 block-1: 6; PfG6PD inh: 1; SENP6 block: -18; SENP8 block-2: 0

What do the screens show for `O=C(Nc1ccccc1)Nc1ccncc1`?
SENP1 FRET inh: 0; HKDC1 inh: -5; UBC13 polyUb: -10; beta cell repl: -1; SENP7 inh: 13; SENP8 block-1: 10; PfG6PD inh: -6; SENP6 block: -7; SENP8 block-2: -12

What do the screens show for `COc1ccc(OC)c(N(CC(=O)Nc2ccc3c(c2)OCO3)S(=O)(=O)c2ccccc2)c1`?
SENP1 FRET inh: -1; HKDC1 inh: 5; UBC13 polyUb: -15; beta cell repl: -2; SENP7 inh: -5; SENP8 block-1: 20; PfG6PD inh: 36; SENP6 block: 19; SENP8 block-2: 3

What do the screens show for `CCOC(=O)c1c(C2COc3ccccc3O2)csc1N` (stereo not given)?
SENP1 FRET inh: 2; HKDC1 inh: 1; UBC13 polyUb: -7; beta cell repl: 1; SENP7 inh: -10; SENP8 block-1: 5; PfG6PD inh: -4; SENP6 block: -9; SENP8 block-2: -6

Results for Cn1c(CNC(=O)Nc2cccc(Cl)c2)nnc1SCc1ccccc1 ?
SENP1 FRET inh: 0; HKDC1 inh: 2; UBC13 polyUb: 8; beta cell repl: -4; SENP7 inh: 7; SENP8 block-1: 14; PfG6PD inh: -25; SENP6 block: 13; SENP8 block-2: 1

What do the screens show for `CCC(=O)Nc1cccc(NC(=O)c2cccnc2)c1`?
SENP1 FRET inh: 2; HKDC1 inh: -8; UBC13 polyUb: 7; beta cell repl: 2; SENP7 inh: 2; SENP8 block-1: -3; PfG6PD inh: 0; SENP6 block: 2; SENP8 block-2: 3

Results for CS(=O)c1ccccc1COC(=O)Nc1ccc(Cl)cc1 (stereo not given) ?
SENP1 FRET inh: 2; HKDC1 inh: -7; UBC13 polyUb: 8; beta cell repl: 0; SENP7 inh: 7; SENP8 block-1: 25; PfG6PD inh: 5; SENP6 block: -10; SENP8 block-2: 7
